# GPT2 inh – GPT2 alanine aminotransferase inhibition | Q8TD30 | Recombinant GPT2, coupled pyruvate oxidase/HRP Amplex Red fluorescence | Potency, µM (top dose mostly 57.7 µM), inactives show at the top dose activity change, negative = inhibition, actives largely listed as inhibitors | hit rate 0.25% among 100,000; note: potency is the fitted concentration of half-maximal effect; nearly all actives have a fitted effect of over 60% in size; many of its hits are not listed in these tables
# Target sequence (Q8TD30 whole entry, looked up): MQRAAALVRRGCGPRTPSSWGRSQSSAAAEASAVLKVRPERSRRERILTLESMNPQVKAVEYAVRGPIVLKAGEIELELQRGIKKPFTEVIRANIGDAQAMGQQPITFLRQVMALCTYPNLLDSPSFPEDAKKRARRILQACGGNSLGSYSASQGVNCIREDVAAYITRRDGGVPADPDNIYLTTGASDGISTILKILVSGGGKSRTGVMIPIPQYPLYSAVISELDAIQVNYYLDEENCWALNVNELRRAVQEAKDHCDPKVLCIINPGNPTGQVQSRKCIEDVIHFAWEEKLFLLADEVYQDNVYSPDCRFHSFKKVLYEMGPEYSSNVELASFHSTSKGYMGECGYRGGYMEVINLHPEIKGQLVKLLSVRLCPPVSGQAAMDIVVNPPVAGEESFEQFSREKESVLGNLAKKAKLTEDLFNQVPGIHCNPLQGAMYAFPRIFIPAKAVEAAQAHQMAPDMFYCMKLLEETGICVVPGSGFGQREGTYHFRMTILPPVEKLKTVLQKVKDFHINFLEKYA
#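 Fluorescence of coupled pyruvate oxidase/HRP/Amplex Red system (50uM Amplex, 30 min, dark) reports pyruvate formed by GPT2. Enzyme reaction: 10ng/uL GPT2, 2mM L-alanine, 250uM a-KG, 30 min room temperature, pH 7.5; 50uM AOA control.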
# FLuc inh – blocks purified firefly luciferase enzyme activity; P08659; purified P. pyralis luciferase, luminescence, biochemical; Potency, µM (titrated, usually from 115 µM), inactives show top-dose activity change, negative = inhibition, hits mostly inhibitors; hit rate 2.5% among 76,000; AID 1347043; note: potency is the fitted concentration of half-maximal effect; nearly all actives have a fitted effect of over 65% in size
# Target sequence (P08659 whole entry, looked up): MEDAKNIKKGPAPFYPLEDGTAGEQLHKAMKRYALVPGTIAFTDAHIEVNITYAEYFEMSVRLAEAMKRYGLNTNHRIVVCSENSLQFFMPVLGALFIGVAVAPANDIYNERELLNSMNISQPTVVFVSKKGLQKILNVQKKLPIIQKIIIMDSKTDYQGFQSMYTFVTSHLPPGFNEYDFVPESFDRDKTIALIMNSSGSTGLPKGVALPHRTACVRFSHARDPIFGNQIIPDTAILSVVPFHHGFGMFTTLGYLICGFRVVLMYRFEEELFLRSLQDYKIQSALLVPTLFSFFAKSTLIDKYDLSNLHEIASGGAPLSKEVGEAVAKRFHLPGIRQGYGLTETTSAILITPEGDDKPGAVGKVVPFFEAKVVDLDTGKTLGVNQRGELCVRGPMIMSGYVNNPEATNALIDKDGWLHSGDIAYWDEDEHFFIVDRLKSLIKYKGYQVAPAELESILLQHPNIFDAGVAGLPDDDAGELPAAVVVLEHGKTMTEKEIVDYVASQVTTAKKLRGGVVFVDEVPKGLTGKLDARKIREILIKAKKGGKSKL
#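 FLuc 10nM, D-luciferin 10uM, ATP 10uM, Mg acetate 10mM, Tris acetate pH 7.5, Tween/BSA; cpd qHTS; enzyme added last; CCD luminescence.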
# SNCA expr inhib – inhibitors of alpha-synuclein (SNCA) gene expression. HEK-293 SNCA-luciferase knock-in, luminescence, 24 h. Potency, µM (highest dose often 57.2 µM), inactives show top-dose activity change, negative = inhibition, hits mostly inhibitors. hit rate 0.17% among 140,000. AID 1671194;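 note: potency is the fitted concentration of half-maximal effect; plate controls were DMSO cells for no effect and cell-free wells for full effect; nearly all actives have a fitted effect of over 45% in size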
# HEK cytotox – kills HEK 293 cells; HEK 293 viability, ATP luminescence (CellTiter-Glo), 48-72 h; Potency, µM (highest dose often 115 µM), for inactives: top-dose activity change, negative = cytotoxicity, hits mostly inhibitors; hit rate 6.6% among 94,000; note: potency is the fitted concentration of half-maximal effect; nearly all actives have a fitted effect of over 60% in size
#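 HEK 293 cells at 250 cells/well were exposed to compounds by pintool transfer for 48 or 72 hr at 37 degree Celsius, 5% CO2. Viability was read as ATP-coupled luminescence with CellTiter-Glo after 10 min at room temperature.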
# HEK293 viab – counter-screen for SNCA expression inhibitors: cell viability; HEK-293-SNCA-luc viability, GF-AFC fluorescence, 24 h; Potency, µM (doses to about 57.1 µM), for the others: top-dose activity change, negative = cytotoxicity, hits mostly cytotoxic; hit rate 0.12% among 150,000; AID 1671193;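 note: potency is the fitted concentration of half-maximal effect; 0% = DMSO-treated cells and -100% = medium-only wells without cells; nearly all actives have a fitted effect of over 30% in size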
#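 Cytotoxicity counterscreen: after 24 h compound treatment of genome-edited SNCA-luciferase HEK-293 cells, live-cell protease substrate GF-AFC read by fluorescence after 30 min; activity scaled between DMSO (0%) and medium-only (-100%), curves Hill-fitted.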
# 3T3 cytotox – cytotoxic compounds in NIH 3T3 cells; hit rate 4.3% among 94,000; Potency, µM (doses to about 96.7 µM), for inactives: at the highest dose activity change, negative = cytotoxicity, usual class: inhibitors; NIH 3T3 viability, CellTiter-Glo ATP luminescence, 48-72 h; note: potency is the fitted concentration of half-maximal effect; nearly all actives have a fitted effect of over 55% in size
#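 Cytotoxicity is measured as loss of cellular ATP: NIH 3T3 cells (400/well) are exposed to compound for 48 or 72 hr at 37 °C, then CellTiter-Glo luminescence is imaged after 10 min at room temperature.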
# IP6K1 inh – inhibitors of human IP6K1; Q92551; IP6K1 kinase, ADP-Glo luminescence, 2 h; stronger effect = lower value; activity change, % (series mostly up to about 58 µM); hit rate 0.81% among 140,000; AID 1645851; in the data active = activity change below about -25%
#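 ADP-Glo luminescence measures ADP made by human IP6K1 during a 2 h RT reaction with ATP/IP6 (mix at 1.3 mM/130 uM); top library doses 57.5 and 19.1 uM final.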
# Numbers without * were called inactive; i = inactive; ? = inconclusive; / = not tested or not shown; [ ] = dose if it differs, or a comment. Unless noted, calls come from the whole dose curve; as a rule, active = well fitted curve in the direction sought with a large enough effect; inconclusive = small, poorly fitted or top-dose-only effect, or another doubt; inactive = no such curve, though single readings can be large; an effect the other way counts as inactive or inconclusive. Unless noted, % is set by controls: 0 for no effect and ±100 for the full control effect.
item	mol	GPT2 inh	FLuc inh	SNCA expr inhib	HEK cytotox	HEK293 viab	3T3 cytotox	IP6K1 inh
1	O=C1NCc2ccccc2CC12CCCN2Cc1ccc(O)cc1O (centres undefined)	i	/	-28%	i	1%	i	-1
2	Cc1cc(C(=O)N2CCCC(Cc3noc(-c4ccccn4)n3)C2)nn1C (centres undefined)	i	-4%	16%	-1%	-13%	i	10
3	CCOc1ccc(NC(=O)N2CCCC(Cn3c(C4CC4)nc4cccnc43)C2)cc1 (centres undefined)	i	-4%	4%	?	13%	-24%	5
4	COc1cccc(-c2ccc(C(=O)N3CCC(N[S+](=O)([O-])c4c(C)noc4C)CC3)cc2)c1	-10%	/	40%[activator]	22µM*	9%[12.5 µM]	?	-3
5	CC(C)CNC(=O)C1COC2(CCN(C(=O)CC(C)C)CC2)N1C(=O)c1ccco1 (centres undefined)	-24%	-13%	8%	-8%	10%	-15%	5
6	COc1ccc(NC(=O)c2ccc(CN3C(=O)NC4(CCOCC4)C3=O)cc2)c(OC)c1	i	-23%	-12%	0%	6%	-2%	21
7	O=C(Cn1nc2c(cc1=O)CCCC2)N[C@@H](Cc1ccccc1)C(=O)O	2%	-9%	32%[activator]	i	-2%	i	25
8	CCc1ccc(C(=O)NC2CCN(c3cc(-c4ccc(OC)cc4)[nH]n3)CC2)cc1	-1%	8%	?	?	-15%	?	16
9	Cc1ccncc1C(=O)N1CCC(c2noc(-c3cnccn3)n2)C1 (centres undefined)	i	1%	28%	19%	2%	4%	-4
10	CCc1nn(CC(=O)NCCC(C)C)c(=O)c2cc3occc3n12	/	/	-4%	/	4%	/	7
11	O=c1cc(-c2cccnc2)nc(-c2ccc(CN3CC[C@@H](O)C3)cc2)[nH]1	i	-8%	-24%	i	-9%	-1%	9
12	CCC(=O)N1CCc2cc(Br)cc(S(=O)(=O)CCC(=O)Nc3ccc(C)c(C)c3)c21	/	/	-10%	/	18%	/	-16

# Further structures follow:
item	mol	GPT2 inh	FLuc inh	SNCA expr inhib	HEK cytotox	HEK293 viab	3T3 cytotox	IP6K1 inh
13	O=C(c1cccnc1)N1CC(CO)C2(CCNCC2)C1 (centres undefined)	-8%	-3%	8%	-6%	-18%	4%	11
14	Cn1c(=O)n([C@H]2CCCN(C(=O)Nc3ccc(F)cc3F)C2)c2ncccc21	i	-6%	51%[activator]	-27%	13%	-15%	2
15	CC(C)n1nc(OC(C)(C)C(=O)NC2CC2)c2cc(CN3CCOCC3)ccc21	-3%[88.5 µM]	14%[172 µM]	-5%[87.6 µM]	-8%[172 µM]	-10%[87.6 µM]	?	2
16	COc1ccccc1N1CCN(c2ccc(=O)n(CC(=O)O)n2)CC1	/	/	12%	/	-9%	/	-6
17	COc1ccc(OC)c(CNC(=O)c2c3c(nc4ccccc24)C(=O)N(C2CCCCC2)C3)c1	/	/	-8%	/	4%	/	8
18	Cc1ccc(-c2nc3cc(Cl)ccc3o2)cc1NC(=O)c1cc2ccccc2o1	/	/	121%[activator]	/	-4%	/	22
19	CCCN1CC2(CCN(Cc3cn[nH]c3C(=O)O)CC2)CC1C(=O)O (centres undefined)	-6%	-13%	-19%	i	3%	-4%	-2
20	Cn1cc(S(=O)(=O)N2CCCCC2)cc1C(=O)Nc1cccc(C#N)c1	/	/	40%[activator]	/	2%	/	8
21	CCCCn1c(SCC(=O)NCc2ccc(C)cc2)nc2c(sc3ccccc32)c1=O	/	/	-1%	/	1%	/	-4
22	COc1ccc(OC)c(CN2C[C@@H]3C(=O)N(CCCN4CCCC4=O)C(=O)[C@@H]3C2)c1	i	-2%	16%	19%	4%	-5%	12
23	COCCN1C(=O)CO[C@H]2CN(C(=O)c3ccc(F)cc3)C[C@H]21	0%[88.5 µM]	-9%[172 µM]	-24%[87.6 µM]	0%[172 µM]	-7%[87.6 µM]	i	1
24	NC[C@@H]1O[C@@H](O[C@H]2[C@@H](O)[C@H](O[C@@H]3[C@@H](O)[C@@H](N)C[C@H](N)[C@H]3O[C@H]3O[C@H](CN)[C@@H](O)[C@@H](O)[C@H]3N)O[C@H]2CO)[C@H](N)[C@@H](O)[C@@H]1O	i	/	14%	/	-1%	/	/

# Whole records, looked up by structure.
# NC[C@@H]1O[C@@H](O[C@H]2[C@@H](O)[C@H](O[C@@H]3[C@@H](O)[C@@H](N)C[C@H](N)[C@H]3O[C@H]3O[C@H](CN)[C@@H](O)[C@@H](O)[C@H]3N)O[C@H]2CO)[C@H](N)[C@@H](O)[C@@H]1O in the list: GPT2 inh = i; FLuc inh = /; SNCA expr inhib = 14%; HEK cytotox = /; HEK293 viab = -1%; 3T3 cytotox = /; IP6K1 inh = /
# Cn1cc(S(=O)(=O)N2CCCCC2)cc1C(=O)Nc1cccc(C#N)c1 in the list: GPT2 inh = /; FLuc inh = /; SNCA expr inhib = 40%[activator]; HEK cytotox = /; HEK293 viab = 2%; 3T3 cytotox = /; IP6K1 inh = 8

# Further entries follow:
item	mol	GPT2 inh	FLuc inh	SNCA expr inhib	HEK cytotox	HEK293 viab	3T3 cytotox	IP6K1 inh
25	Nc1cc(N2CCC(Oc3ccc4c(c3)OCO4)(C(=O)O)CC2)ncn1	i	3%	-9%	2%	3%	5%	-5
26	COc1ccc(/C=C/c2noc(-c3ccccc3O)n2)cc1OC	/	/	28%	/	-4%	/	-3
27	Cc1noc(C)c1[S+](=O)([O-])N1CCn2ncc(C(=O)NCc3ccc(Cl)nc3)c2C1	?	/	?	-14%	-6%	?	17
28	c1ccc2c(c1)nc1n2[C@@H](CNCc2nccs2)COC1	-8%[88.5 µM]	4%[172 µM]	-1%[87.6 µM]	-11%[172 µM]	6%[87.6 µM]	-11%[138 µM]	1
29	CC(=O)N1CCN(C(=O)c2c(C)oc3c2CN(Cc2ccc(F)cc2)CC3)CC1	2%	?	132%[activator]	-6%	8%	1%	-7
30	CC1=C[C@@H](CN(C)CCc2ccccn2)[C@H](C(C)C)C[C@H]1Cc1nnc(-c2ccccc2F)o1	-9%	-3%	-18%	45µM*	?	35µM*	11
31	O=C(Cn1cc(S(=O)(=O)N2CCN(c3ccccc3F)CC2)c2ccccc2c1=O)Nc1cccc(C(F)(F)F)c1	/	/	-16%	/	0%	/	-9
32	COc1ccccc1NC(=O)N1CCC(N2C(=O)C3(CCCCC3)C2c2ccncc2)CC1 (centres undefined)	i	-3%	-21%	0%	-4%[12.5 µM]	-14%	3
33	COc1ccccc1N1CCN(CC[C@@H]2CC[C@H](O)[C@@H](C(=O)NC(C)C)O2)CC1	i	-5%[172 µM]	-15%[87.6 µM]	-3%[172 µM]	-20%[87.6 µM]	-24%[174 µM]	-3
34	COc1cc(O)cc(C)c1C(=O)O[C@H]1[C@@H](OC(C)=O)[C@H](n2ccc(=O)[nH]c2=O)O[C@@H]1CO	i	/	/	/	-12%[23.9 µM]	/	9
35	Cn1cc(CNS(=O)(=O)c2cccc(C(=O)NCC3CCOC3)c2)cn1 (centres undefined)	-14%	-6%	-15%	-3%	-5%	4%	8
36	O=C(NCCC1=CCCCC1)c1ccc2c(c1)ncn2-c1ccc(F)c(F)c1	/	/	85%[activator]	/	-2%	/	2

# Next section; it opens with the 2 that closed the last part.
item	mol	GPT2 inh	FLuc inh	SNCA expr inhib	HEK cytotox	HEK293 viab	3T3 cytotox	IP6K1 inh
35	Cn1cc(CNS(=O)(=O)c2cccc(C(=O)NCC3CCOC3)c2)cn1 (centres undefined)	-14%	-6%	-15%	-3%	-5%	4%	8
36	O=C(NCCC1=CCCCC1)c1ccc2c(c1)ncn2-c1ccc(F)c(F)c1	/	/	85%[activator]	/	-2%	/	2
37	Cc1ccc(NS(=O)(=O)c2ccc3nc(-c4ccccc4)[nH]c3c2)c(Cl)c1	/	/	?	/	-9%	/	-15
38	Cc1ccc(C(=O)NCc2cccnc2Oc2ccccc2F)c(=O)n1C	-3%	-1%	4%	?	-18%	-12%	23
39	Cc1noc(CC2CCN(C(=O)c3cccc(-n4cnnc4)c3)CC2)n1	i	-7%	2%	i	2%	0%	-12
40	CC(C)c1ccc(S(=O)(=O)N2CCC(Oc3ncccc3C(=O)N(C)C)C2)cc1 (centres undefined)	4%	-7%	-4%	?	10%	-25%	30
41	CN(C)c1nc2c(c(=O)[nH]1)CCN(Cc1ccc(Cl)cc1F)CC2	i	8%	5%	?	-4%	?	7
42	CC1(C)CC[C@]2(C(=O)O[C@@H]3O[C@H](CO)[C@@H](O)[C@H](O)[C@H]3O)CC[C@]3(C)C(=CCC4[C@@]5(C)C[C@@H](O)[C@H](O)[C@](C)(C(=O)O)C5CC[C@]43C)C2C1O (some centres undefined)	-25%[17.1 µM]	/	/	/	1%[23.9 µM]	/	16
43	CC(=O)c1cccc(NC(=O)c2nc(-c3ccccc3)n(-c3cccc(Cl)c3)n2)c1	/	/	-26%	/	-6%	/	-6
44	CCOc1ccccc1NC(=O)c1c(NC(=O)C(C)Oc2ccc(Cl)cc2)sc2c1CCCCC2 (centres undefined)	/	/	-7%	/	19%	/	-12
45	CC(C)C(=O)N1CCC2(CC1)OC(=O)N(Cc1ncccn1)C2(C)c1ccccc1 (centres undefined)	i	-6%[172 µM]	-3%[87.6 µM]	0%[172 µM]	2%[87.6 µM]	89µM*	-5
46	N#CC1C(=O)N=C(c2cc(Cl)ccc2O)C=C1c1cc(OCc2ccccc2)cc(OCc2ccccc2)c1 (centres undefined)	i	/	/	/	9%	/	-1
47	CC(C)(C)CC(=O)N1CC[C@H]2CC(=O)N(c3ccccc3)CC[C@H]2C1	i	10%[172 µM]	-16%[87.6 µM]	-25%[172 µM]	5%[87.6 µM]	-20%[174 µM]	-1
48	Cc1nc2c(c(-c3ccc(O)cc3)n1)CN(C(=O)c1ccccc1C)CCC2	i	-7%	3%	-20%	10%	-24%	-4

# Next part:
item	mol	GPT2 inh	FLuc inh	SNCA expr inhib	HEK cytotox	HEK293 viab	3T3 cytotox	IP6K1 inh
49	Cc1cnc(N2CC[C@](C)(O)[C@@H](O)C2)nc1N(C)C	i[11.5 µM]	1%	-11%	-3%	0%	i	-12
50	CCOc1ccc(NS(=O)(=O)c2ccc3[nH]cc(C(=O)NCCc4ccccc4)c(=O)c3c2)cc1	/	/	68%[activator]	/	2%	/	7
51	O=C(CS(=O)(=O)c1cccc2nsnc12)Nc1ccccc1Cl	/	/	26%	/	20%	/	-2
52	CN1CCC2(C1)CN(Cc1ccccc1)c1ccc(C(=O)N3CCOCC3)cc12 (centres undefined)	i	15%[172 µM]	18%[87.6 µM]	?	2%[87.6 µM]	-28%[138 µM]	6
53	CN1CC(=O)N(C2CCC2)Cc2c(NCc3ccccc3)ncnc21	i	5%	?	?	-6%	?	-11
54	O=C(C1CCCC1)N1CCC2(CC1)CC(N(Cc1ccc(F)cc1)C1CC1)CCO2 (centres undefined)	i	0%	-17%	?	5%	?	1
